M1 PAM parental – nonselective calcium activators in parental CHO-K1 cells, primary screen, counter-screen for M1 PAM project, cell-based, Fluo-8 calcium fluorescence, full deck, 1536-well | ATP EC20; 0% at ATP EC20, 100% at ATP max | activation, % at 3 µM | 360,000 tested, 0.02% active;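 active = activation above the run cutoff, the mean activation of all test compounds plus 3 SD, cut at about 40% in these data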;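 note: peak over basal fluorescence ratio in a 140 s read after ATP addition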
TAAR1 ag – human TAAR1 agonists, primary screen, Fluo-8 calcium fluorescence, CHO RD-HGA16 cells | Trace amine-associated receptor 1 (Homo sapiens), Q96RJ0 | activation, % at 3 µM | AID 624467, 2012 | vehicle wells 0%, saturating PEA agonist 100% | 360,000 tested, 0.99% active;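 active = activation above the mean activation of all test compounds in the run plus 3 SD, cut at about 38% in these data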
Target sequence (Q96RJ0 whole entry, looked up): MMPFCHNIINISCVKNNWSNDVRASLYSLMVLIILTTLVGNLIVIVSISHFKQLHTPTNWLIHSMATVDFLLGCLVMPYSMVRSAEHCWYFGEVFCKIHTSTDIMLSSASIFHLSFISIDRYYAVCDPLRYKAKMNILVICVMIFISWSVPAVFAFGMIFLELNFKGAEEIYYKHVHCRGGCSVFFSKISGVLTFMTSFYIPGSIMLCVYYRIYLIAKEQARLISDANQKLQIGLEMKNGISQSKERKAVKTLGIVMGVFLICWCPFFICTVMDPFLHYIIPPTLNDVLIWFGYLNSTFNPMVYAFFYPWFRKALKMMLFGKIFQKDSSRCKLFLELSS
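test system = CHO RD-HGA16 cells carrying human TAAR1 plus Gα16 | schedule = 17-24 h seeding, 75 min 37 °C dye, 30 min RT | compound dosing = 3 µM single concentration | control set = DMSO and PEA EC100 | replicates = n 1 | signal = Fluo-8 fluorescence, 5 s baseline then 140 s kinetic read | measure = percent activation vs PEA EC100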
OXTR potentiate – human OXTR potentiators, primary screen, fluorescence, CHO-OTR cells, Fluo-8 calcium; Oxytocin receptor (Homo sapiens), P30559; 320,000 tested, 0.061% active; AID 2445, 2010; activation, % at 3 µM; Fluo-8 calcium fluorescence, potentiator mode; 0% = oxytocin EC15, 100% = EC100;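 active = activation above that plate's cutoff, the mean activation of tested compounds plus 3 SD, cut at about 6.6% in these data, passing the limit was not always enough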;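 note: 100% uses oxytocin at 75 nM as the full agonist control; some results filed as inactive read as strong as hits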
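Replication – single well per compound, singlicate · Assay system – CHO cell line stably expressing human OTR · Timing – 6 min pre-incubation, 100 s read · Measure – normalized max/min fluorescence ratio, % activation · Doses – 3.0 µM, one dose · Detection – Fluo-8 calcium dye fluorescence · Probe or stimulus – oxytocin near EC15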
CHO-K1 Ca antag – nonselective inhibitor or artifact in parental CHO-K1 cells | ATP-induced calcium, Fluo-8 fluorescence | inhibition, % at 3 µM | 360,000 tested, 0.6% active | AID 602250;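 active = inhibition above a per-plate cutoff, the plate's mean sample inhibition plus 3 SD, cut at about 24% in these data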;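 note: 0% = DMSO plus EC80 ATP and 100% = DMSO alone without ATP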
M1 ag parental – counter-screen for M1 agonists: effect in parental CHO-K1 cells; Fluo-8 calcium fluorescence; scaled to maximal ATP response, vehicle zero; activation, % at 3 µM; 360,000 tested, 0.48% active; AID 602248, 2012; in the data active = activation above about 15%;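 note: untransfected CHO-K1 host cells lacking M1 receptor as counterscreen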
M1 antag – human M1 muscarinic receptor antagonists, primary screen, CHO-K1 cells, Fluo-8 calcium fluorescence, 1536-well; AID 588852, 2011; inhibition, % at 3 µM; Muscarinic acetylcholine receptor M1 (Homo sapiens), P11229; 360,000 tested, 1.3% active; CHO-K1 hM1, ACh EC80 antagonist;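 active = percent inhibition above its own plate's cutoff, namely the mean of that plate's compound wells plus 3 SD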;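 note: peak over basal fluorescence ratio during 140 s after agonist addition; 0% = ACh EC80 plus DMSO and 100% = DMSO alone without agonist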
Target sequence (P11229 whole entry, looked up): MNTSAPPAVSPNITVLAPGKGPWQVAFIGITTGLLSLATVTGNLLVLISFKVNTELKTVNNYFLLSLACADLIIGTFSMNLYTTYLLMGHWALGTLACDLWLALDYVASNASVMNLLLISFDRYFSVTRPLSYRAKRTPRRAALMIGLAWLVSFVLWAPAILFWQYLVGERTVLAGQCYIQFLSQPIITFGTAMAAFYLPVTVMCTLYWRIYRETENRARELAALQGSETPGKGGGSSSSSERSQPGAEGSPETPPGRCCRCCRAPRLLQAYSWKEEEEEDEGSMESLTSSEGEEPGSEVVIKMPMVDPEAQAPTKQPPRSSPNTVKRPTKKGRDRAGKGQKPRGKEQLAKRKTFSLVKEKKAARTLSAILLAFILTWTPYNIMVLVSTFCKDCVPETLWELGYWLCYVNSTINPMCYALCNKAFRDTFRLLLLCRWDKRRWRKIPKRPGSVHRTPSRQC
M1 ag – human M1 muscarinic receptor agonists, primary screen, Fluo-8 calcium fluorescence, CHO-K1 cells, HTS | Muscarinic acetylcholine receptor M1 (Homo sapiens), P11229 | CHO-K1 hM1, agonist mode; 0% DMSO, 100% acetylcholine EC100 | activation, % at 3 µM | 360,000 tested, 0.33% active | AID 588814, 2011;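 active = activation above the run's mean compound activation plus 3 SD, cut at about 16% in these data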;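 note: peak over basal fluorescence ratio within a 140 s kinetic read after compound addition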
CHO parental Ca – ATP-evoked calcium signal inhibitors, parental CHO, primary screen, counter-screen for OX1R antagonist project, cell-based, fluorescence, Fluo-8 calcium dye | inhibition, % at 5.6 µM | AID 463079, 2010 | parental CHO-K1, ATP-induced calcium, Fluo-8 fluorescence | 330,000 tested, 0.63% active;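 active = inhibition above that plate's mean sample inhibition plus 3 SD, cut at about 26% in these data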;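 note: 0% = ATP-challenged DMSO wells and 100% = DMSO wells without ATP; some compounds past the cut are filed as inactive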
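Material – parental CHO cells · Reagent – ATP stimulus · Compound – single nominal dose of 5.6 µM per compound · Detection – Fluo-8 fluorescence · Read-out basis – percent inhibition of calcium signal · Controls – ATP-challenged DMSO wells low, unchallenged DMSO wells high · Repeats – no replicates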
TAAR1 antag – human TAAR1 antagonists, primary screen, Fluo-8 calcium fluorescence, CHO RD-HGA16 cells; Trace amine-associated receptor 1 (Homo sapiens), Q96RJ0; antagonist; inhibition, % at 3 µM; 360,000 tested, 1.5% active; AID 624466, 2012;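 active = inhibition above a per-plate cutoff, the mean inhibition of test compounds on that plate plus 3 SD, cut at about 49% in these data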;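 note: 0% = DMSO plus EC80 beta-PEA response and 100% = DMSO alone without agonist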
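System: RD-HGA16 CHO cells with stable hTAAR1 and Gα16 | Probe or stimulus: EC80 β-phenethylamine stimulus | Dosing: 3 µM, single point | Times: Dye loading 75 min at 37 °C, then 30 min room temperature | Measured by: Fluo-8 calcium-sensitive fluorescence | Read-out basis: % inhibition of agonist calcium response | Replicates: n of 1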
* = called active by the depositor; . = no result given.

entry	canonical_smiles	OXTR potentiate	M1 PAM parental	CHO parental Ca	CHO-K1 Ca antag	TAAR1 antag	M1 ag parental	M1 ag	M1 antag	TAAR1 ag
1	C=CCN1C(=O)C2(NC(=O)c3ccccc3N2)c2ccccc21 (stereo not given)	-3.4	12.2	-3.4	-1.8	6.9	0.4	-6.2	-1.5	2.2
2	O=C(NNc1cccc(Cl)c1)c1cccnc1Oc1ccccc1	-0.1	-4.5	-13.1	-4.7	-11.5	1.2	-1.6	-3.1	2.0
3	O=C(Nc1ccc2c(c1)OCCO2)C1CCN(S(=O)(=O)c2cccs2)CC1	-7.4	4.7	-2.5	-16.5	5.0	8.7	-2.6	-0.4	12.3
4	CCC(C)C(NC(=O)C(C)NC(=O)CNC(=O)CNC(=O)OCc1ccccc1)C(=O)OC (stereo not given)	-10.2	17.9	15.5	-15.9	-15.2	-0.1	-2.5	-17.0	-1.2
5	COc1ccc(-n2c(=O)c3c(C)c(C)sc3n(Cc3cccc(F)c3)c2=O)c(OC)c1	7.5	10.5	-5.4	-2.0	-9.7	1.6	-2.0	-9.7	-0.8
6	Cc1ccc(C)c(NC(=S)NC(C)C(c2cccs2)N2CCOCC2)c1 (stereo not given)	-8.4	19.8	-16.7	-4.4	-33.9	0.5	-5.1	-0.8	0.0
7	CC(C(c1ccc2c(c1)OCO2)c1c(N)n(C)c(=O)n(C)c1=O)[N+](=O)[O-] (stereo not given)	1.8	-17.1	-5.7	-2.6	-1.8	-0.5	1.9	-4.3	-0.3
8	Cc1ccc(NC(=S)N(C)N)cc1Cl	-9.2	16.1	-4.9	-9.4	-15.6	0.1	-5.2	-7.4	2.4
9	NC(=O)C1CCN(C(=O)C(=O)c2cn(CC(=O)N3CCCC3)c3ccccc23)CC1	-3.4	-1.8	-5.1	-21.6	-8.1	0.6	-0.8	-16.7	0.6
10	CCOc1c(Br)cc(Br)cc1/C=C1\SC(N)=NC1=O	.	26.7	.	-4.6	7.2	0.1	-1.0	-20.9	3.1
11	O=C(Cc1ccccc1)NC(CSSCC(NC(=O)Cc1ccccc1)C(=O)O)C(=O)O (stereo not given)	.	-5.8	.	-7.6	4.3	0.3	-2.2	-15.0	3.4
12	COc1ccc(NC2CCCN(C(=O)c3ccc4[nH]c(C)c(C)c4c3)C2)cc1OC (stereo not given)	-11.7	22.6	-20.1	-15.4	-5.4	2.7	-1.9	-4.3	0.5
13	Cc1ccc(NC(=O)NN2CCN(C)CC2)cc1C	.	3.8	.	-4.9	-15.9	1.0	-4.7	-8.9	1.4
14	COc1ccc(-c2nnn(CC(=O)N(CCCN3CCOCC3)C(C(=O)NC3CCCC3)c3ccco3)n2)cc1 (stereo not given)	-18.0	5.0	-32.3	-3.3	-4.6	0.1	-9.7	-12.6	0.6
15	c1cncc(-c2nnc3n2C2(CCCCC2)Cc2ccccc2-3)c1	-9.5	10.5	-18.1	-14.2	7.6	1.8	-1.6	1.9	0.7
16	CC(O)(CS(=O)(=O)Cc1ccccc1Cl)C(=O)Nc1cccc(C(F)(F)F)c1 (stereo not given)	-9.2	-6.4	-6.3	1.1	-10.1	0.5	-1.2	-14.1	16.7
17	CCOc1cc(/C=C(\C#N)C(=O)Nc2ccccn2)ccc1O	0.9	-16.9	-1.4	7.4	-0.9	0.7	-0.3	2.7	2.7
18	CCC(C)(C)n1nnnc1C(c1ccc(N(C)C)cc1)N1CCN(C2CCCCC2)CC1 (stereo not given)	.	21.6	.	-9.8	-7.1	2.1	-7.4	-17.0	14.4
19	CCOC(=O)N1CCN(c2nnnn2-c2ccccc2)CC1	-17.8	14.7	2.8	-4.2	-3.2	0.1	-3.1	-23.6	5.0
20	Cc1ccc2c(c1)C1C=CCC1C(C(=O)NCCCN1CCOCC1)N2 (stereo not given)	-5.3	1.8	-20.5	13.5	-1.8	0.0	-8.3	3.5	3.2
21	O=C(COC(=O)c1cnccn1)NC(=O)c1ccccc1	-13.0	14.9	-10.2	-6.2	-17.9	1.2	1.0	-14.0	1.3
22	COc1ccc(CC(NC(C)=O)C(=O)NC2CCN(C(=O)c3cc(OC)c(OC)c(OC)c3)CC2)cc1 (stereo not given)	0.1	7.8	-7.3	-5.8	-5.0	0.2	-1.4	-23.3	-0.9
23	COc1ccc(CC(=O)Nc2ccc(F)c(F)c2F)cc1S(=O)(=O)N1CCOCC1	-1.0	14.8	-15.5	-18.8	-9.1	1.4	-2.7	-2.3	8.7
24	O=C(OCC(=O)N1CCN(C(=O)COC(=O)c2ccncc2)CC1)c1ccncc1	-9.8	6.6	0.1	16.6	-2.8	-0.1	0.5	-15.9	1.0
25	NC(=O)[C@@H]1CCOc2c(I)cc([N+](=O)[O-])cc2C(=O)N[C@@H](CO)C(=O)NCC(=O)N1	2.8	-14.4	-2.6	-4.8	1.9	-0.2	9.5	3.0	3.0
26	O=C(NC1=NCCS1)c1sc2ccccc2c1Cl	1.9	8.1	-5.4	-7.2	1.1	0.8	-5.5	-2.8	6.6
27	CCN(CC)S(=O)(=O)c1ccc(Cl)c(C(=O)Nc2cccnc2)c1	-4.0	18.3	-12.1	17.4	-3.5	0.5	-3.4	-5.0	0.5
28	COc1ccc(N2CCN(CCCn3cnc4c(OC)ncnc43)CC2)cc1	.	-8.3	.	8.7	2.2	0.0	-8.6	-9.4	0.3
29	CCN1C[C@@H]2[C@@H]3C(=O)N(C)C(=O)[C@@H]3[C@](C)(C1=O)N2C(=O)c1ccc(Cl)c(Cl)c1	.	-14.0	.	-6.8	-3.0	0.0	-3.7	-0.5	0.1
30	Cc1c(Cl)cccc1-n1c(SCC(=O)N2CCC(C(=O)O)CC2)nnc1-c1ccncc1	-1.4	-16.3	4.5	9.1	2.1	0.0	-3.7	7.1	3.9
31	Cc1ccsc1/C=C1\SC(N)=NC1=O	-8.9	18.1	-3.4	-11.3	-14.1	1.3	-0.6	-2.7	2.6
32	Cc1ccc(S(=O)(=O)N2CCC(C(=O)N(C)C3CCS(=O)(=O)C3)CC2)cc1 (stereo not given)	-11.9	25.5	1.5	-5.7	3.5	0.7	-3.6	-6.4	4.3
33	CCOc1cc(Br)c(C=O)cc1OCC	5.9	-13.5	-0.8	7.1	-9.8	-0.4	-0.7	-2.0	-0.3
34	CC(NC(=O)CN1CCN(Cc2cccc(F)c2)CC1)c1ccccc1 (stereo not given)	-5.1	14.4	-2.6	-3.8	-6.8	0.0	-7.8	-0.6	5.3
35	Cc1cc(C)n(CC(=O)c2cccc([N+](=O)[O-])c2)n1	6.0	9.2	0.3	0.1	-20.2	17.3*	-6.2	-10.5	0.7
36	CCc1ccc(C(=O)NNc2ccc(Cl)cc2)cc1	-4.0	2.9	2.4	3.4	-17.7	0.8	-5.6	-1.5	0.7
37	CCCCCC1CC(COc2ccccc2)OC1=O (stereo not given)	-7.5	-10.1	-7.8	-6.4	11.5	-1.0	-8.3	2.9	2.6
38	O=C(O)CCCC(=O)Nc1ccc(Sc2ccc([N+](=O)[O-])cc2)cc1	-16.1	9.6	17.8	-6.0	6.6	0.1	-1.4	-1.1	-0.8
39	N#CCc1ccc(OC(=O)Nc2ccccc2)cc1	4.2	8.8	-9.0	-12.9	-7.9	2.8	-0.9	-4.5	7.7
40	COc1ccc(-n2nnc3c(=O)n(CC(=O)N4CCCc5ccccc54)cnc32)cc1	-3.4	3.0	-4.7	12.3	-14.0	0.3	-1.1	0.9	3.0
41	Cc1ccccc1CCNC(=O)C1CCN(S(=O)(=O)c2ccc(-n3cnnn3)cc2)CC1	.	-3.0	.	-1.2	17.0	0.8	-3.9	10.4	2.6
42	O=C(NC1C(=O)NNC1c1ccccc1)c1ccccc1 (stereo not given)	-8.9	6.3	-6.9	-3.5	-18.9	0.4	-1.3	-1.8	1.4
43	Cc1nc2ccccc2nc1OCc1cccc([N+](=O)[O-])c1	-14.9	7.4	-14.1	-10.9	-9.4	0.0	-1.5	-12.0	0.8
44	Cc1cc(NC(=O)c2ccccc2F)on1	-14.1	21.0	-2.5	-8.5	0.6	-0.3	-2.6	-6.7	0.7
45	O=C(COc1ccc(-c2ccccc2)cc1)N1CCN(C(=O)c2cccs2)CC1	-5.5	8.3	-24.9	-1.9	19.8	2.5	-3.8	-0.4	5.3
46	CC(CC(=O)Nc1ccc2c(c1)OCCO2)c1ccccc1 (stereo not given)	-13.8	13.3	-13.5	-0.8	-7.2	0.4	0.3	-5.1	5.7
47	COc1ccc2[nH]c(=O)c(CN(Cc3cccnc3)C(=S)NCC3CCCO3)cc2c1 (stereo not given)	-14.0	11.7	-17.5	-12.5	20.4	2.1	-11.7	-5.4	5.8
48	Cc1nnc(C)n1/N=C/c1ccc(C(=O)O)cc1	-12.6	18.6	4.1	-13.1	-2.5	0.9	-4.5	-7.0	3.2
49	Cc1nnc(NC(=O)CSc2nccn2C)s1	-5.3	18.9	1.2	-24.3	-1.3	0.4	-2.0	-16.6	2.2
50	CCC(C)N(C(=O)COc1ccc(Br)cc1C=O)C1CCS(=O)(=O)C1 (stereo not given)	3.1	-18.9	-2.8	-3.5	-15.8	0.4	-0.7	0.8	5.0
51	O=C(CSc1nnnn1-c1ccccc1)Nc1nsc(-c2ccc(Cl)cc2)n1	-10.6	18.8	-18.1	-9.0	11.4	0.3	-2.5	5.1	4.3
52	CSCCC1NC(=O)C(C(C)=NNC(N)=O)=C1O (stereo not given)	.	-21.7	.	3.1	9.2	0.3	-2.3	10.9	0.8
53	Cc1cc(Nc2cccc(F)c2)nc(NCc2ccccc2)n1	-9.0	11.6	-1.4	13.4	7.2	9.6	-1.8	13.8	28.9

Down the list, as entered above:
TAAR1 antag for entries 42–45 → -18.9, -9.4, 0.6, 19.8
CHO-K1 Ca antag for entries 42–45 → -3.5, -10.9, -8.5, -1.9

Screens from PubChem.
